# Screening results deposited in PubChem by National Center for Advancing Translational Sciences (NCATS).
# LDHA inh – qHTS assay for inhibitors of human lactate dehydrogenase | purified LDHA, NADH/diaphorase-resazurin fluorescence; hits give low values | activity change, % (values are at about 110 or 230 µM) | L-lactate dehydrogenase A chain (Homo sapiens), P00338 | hit rate 0.15% among 480,000; in the data active = activity change below about -30%; inconclusive = mostly about -25% to -30%;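 also: plate controls were DMSO wells for no effect and wells without enzyme for full effect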
#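 Human LDH5 at 2 nM final in Tris HCl pH 7.4 with 0.06 mM NADH and 0.2 mM pyruvate, reacted 5 minutes at room temperature. Remaining NADH coupled via diaphorase/resazurin; resorufin fluorescence read at 0 and 20 minutes, normalized to enzyme-free and DMSO wells.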
# Active calls of the source: *; ? = inconclusive. A portion of the library. The share of hits here may be higher or lower than overall.
nr	structure	LDHA inh
1	COc1ccc2c(C)cc(SCC(=O)NCc3ccc(F)cc3)nc2c1	-2
2	O=C(CSc1nnc2ccccn12)c1cccc(Cl)c1	-3
3	COc1ccc(CNC(=O)CSc2nc3ccc(NC(=O)c4ccccc4F)cc3s2)cc1	-2
4	O=S1(=O)CC(N2CCCC2)CN1Cc1cn(Cc2cccc(Cl)c2)nn1 (configuration not stated)	-3
5	COc1ccc(C(=O)Nc2ccc3oc(-c4ccncc4)nc3c2)cc1	6
6	COc1ccc(-c2cn3nc(N4CCCC(C(=O)NCCC(C)C)C4)sc3n2)cc1 (configuration not stated)	4
7	C=CCNC(=O)NC(=O)CN1CCC(Cc2ccccc2)CC1	3
8	COc1ccc(/C=C2\OC(=O)c3ccccc32)cc1OC	24
9	C(=C\c1ccccc1)/CNCC1CCNCC1	1
10	Cc1ccnc(Nc2nc(C)c3ccccc3n2)n1	-6
11	CCOc1ccc(C(N)=S)cc1	6
12	CCc1ccc(S(=O)(=O)N2CCN(Cc3nc4cc(C(=O)N5CCCCC5)ccc4o3)CC2)cc1	0
13	CCCCn1c(=O)[nH]c(=O)c2c1nc(COC(=O)C=C(C)C)n2CC	-14
14	CNc1nc(-c2[nH]c(C)c(C(=O)OC)c2C)cs1	17
15	CC(C)(C)NC(=O)C(c1cc2ccccc2o1)n1c(=O)c(-c2cc3ccccc3[nH]2)nc2ccccc21 (configuration not stated)	-1
16	Oc1c(Cl)cc(Cl)cc1C=Nc1cccc(C(F)(F)F)c1	0
17	CC1(C)Cc2c(sc3c2c(=O)n(CCCO)c(=O)n3CCc2ccccc2)CO1	6
18	COC(=O)c1[nH]c2ccccc2c1NC(=O)CCN1CCCCC1	-1
19	Cc1ccccc1C(=O)NCCc1sc2nc(-c3ccc(F)cc3)nn2c1C	0
20	COc1ccc(NC(=O)N2CCN(Cc3nc(-c4ccc(C)cc4)oc3C)CC2)cc1OC	13
21	O=C(COCc1nc2ccccc2c(=O)[nH]1)Nc1nc(-c2ccc3ccccc3c2)cs1	-1
22	O=C(Oc1ccc2c(=O)c(Oc3ccc(F)cc3)coc2c1)c1ccccc1F	6
23	O=C(O)CNCc1ccccc1	0
24	CCOC(=O)Nc1ccc(NS(=O)(=O)c2cc(F)ccc2F)cc1	3
25	O=c1[nH][nH]c2c1[C@@H](c1ccc(F)cc1)O[C@H](C1CCCCC1)C2	-7
26	COC(=O)c1[nH]c2ccc(C)cc2c1NC(=O)CCN1CCCC(C)C1 (configuration not stated)	12
27	COCc1ccc(CNC(=O)CC(C)(C)C)cc1	5
28	COC(=O)CC(NC(=O)Cc1cccc(OC)c1)c1cccs1 (configuration not stated)	-1
29	CCCCn1nnnc1C(c1cc2ccccc2o1)N(CCN(C)C)Cc1ccccc1 (configuration not stated)	1
30	CCc1nc(NC(=O)c2ccc(C#N)cc2)sc1C	0
31	O=C(CSc1nc2c(c(=O)n1CCc1ccccc1)SCC2)Nc1ccc(C(F)(F)F)cc1	-13
32	Cc1ccc(COc2c(Cl)cc(/C=C(/C#N)c3nc4ccc(C)cc4[nH]3)cc2Cl)cc1	3
33	C#CCNC(=O)C[C@@H]1C[C@@]2(C(=O)OCC)CCCC=C2N(CCC2=CCCCC2)C1=O	1
34	O=C(/C=C/c1ccccc1)c1ccc2oc3ccccc3c2c1	2
35	N#CCCCOC(=O)c1c[nH]c2ccccc12	0
36	CCOc1cccc(CNC)c1OCc1ccc(Cl)cc1	2
37	O=C(c1cc(-c2ccco2)[nH]n1)N1CCN(c2ccccc2)CC1	13
38	Cc1ccc(C(=O)c2c(C)c(CCC#N)n3ccccc23)cc1	6
39	CCc1ccc(Nc2nc(CSc3ccc(Cl)cc3)nc3sc4c(c23)CCC4)cc1	1
40	CN1CCN(C2CN(Cc3cn(Cc4ccc(C(F)(F)F)cc4)nn3)S(=O)(=O)C2)CC1 (configuration not stated)	2
41	Cc1ccc(S(=O)(=O)C[C@@H]2OC[C@H](Cc3ccccc3)N2S(=O)(=O)c2ccc(C)cc2)cc1	-5
42	CN(C)CC(=O)NC(=O)NCc1ccccc1	7
43	Cc1nn(CC(=O)c2cc(C)n(C3CC3)c2C)c(=O)c(C#N)c1C	7
44	COc1ccccc1NC(=O)CCC1CCCC1	9
45	CCCn1c(CN2CCCCCC2)nc2cc(NC(=O)c3ccccc3)ccc21	4
46	CN1CCN(CCC2(Cc3ccccc3)CCOC(C)(C)C2)CC1 (configuration not stated)	-4
47	CCNc1c(NS(=O)(=O)c2ccc3c(c2)oc(=O)n3C)c(=O)oc2ccccc12	13
48	Cc1ccc(C(CNC(=O)c2cc(-c3cccs3)on2)N2CCOCC2)cc1 (configuration not stated)	0

# Brought forward from above: 6 entries; new compounds follow.
nr	structure	LDHA inh
43	Cc1nn(CC(=O)c2cc(C)n(C3CC3)c2C)c(=O)c(C#N)c1C	7
44	COc1ccccc1NC(=O)CCC1CCCC1	9
45	CCCn1c(CN2CCCCCC2)nc2cc(NC(=O)c3ccccc3)ccc21	4
46	CN1CCN(CCC2(Cc3ccccc3)CCOC(C)(C)C2)CC1 (configuration not stated)	-4
47	CCNc1c(NS(=O)(=O)c2ccc3c(c2)oc(=O)n3C)c(=O)oc2ccccc12	13
48	Cc1ccc(C(CNC(=O)c2cc(-c3cccs3)on2)N2CCOCC2)cc1 (configuration not stated)	0
49	COc1cc(/C=C2/NC(=O)NC2=O)cc(Br)c1OCc1ccc2ccccc2c1	9
50	O=C(CCc1cccs1)NCC1CCCO1 (configuration not stated)	-6
51	CC(=O)c1ccc(OC(=O)c2ccccc2F)cc1OC(=O)c1ccccc1F	9
52	COc1ccc(N2Cc3nc(=O)n(CC(=O)NCc4ccccc4)n3C2=O)cc1	6
53	CC(=O)c1ccc(-c2csc3ncnc(Sc4nnnn4C)c23)cc1	-10
54	CC(C)(C)C(=O)NCCCC(=O)NCCc1cccs1	0
55	COc1ccc2cc(C(=O)Nc3ccccc3)c(C)nc2c1	1
56	COc1cc(CNC(=O)c2ccccc2-c2nc(-c3ccc(Cl)cc3)no2)cc(OC)c1OC	0
57	CC(C)(CNC(=S)Nc1ccc(SC(F)F)cc1)N1CCOCC1	2
58	COc1cccc(NC(=O)CN(C)C(=O)c2cccc(S(=O)(=O)N3CCc4ccccc43)c2)c1	4
59	CCc1cccc(NC(=O)Cn2nc3c(cc2=O)CCCC3)c1	10
60	COc1cccc(Oc2coc3cc(OCc4ccccc4F)ccc3c2=O)c1	10

# Further results.
no.	molecule	LDHA inh
61	N#CCCN(C(=O)CN1CCCC1c1ccc(Cl)c(Cl)c1)c1ccccc1F (configuration not stated)	11
62	CC(C)(C)NC(=O)C1c2ccccc2OCC(=O)N1CC(F)(F)F (configuration not stated)	-10
63	Cc1ccn2cc(-c3c(-c4ccccc4C)n(C)c(=O)n(C)c3=O)nc2c1	8
64	COC(=O)c1c(NC(=O)CSc2ncnc3ccccc23)sc2c1CCCC2	-9
65	Cc1nc2cc(NS(=O)(=O)c3ccc(C(C)(C)C)cc3)ccc2o1	?
66	Cc1c(/C=C(\C#N)c2ccc(Cl)cc2)c2ccccc2n1C	4
67	C/C(=N\O)c1oc2ccc3c(C)cc(=O)oc3c2c1-c1ccccc1	4
68	CC(C)C(=O)Nc1ccccc1I	-3
69	NC(=S)N/N=C/c1c(Cl)cccc1Cl	-10
70	CC(C)NC(=O)C1(C)CN(S(C)(=O)=O)CC(=O)N1Cc1ccc2c(c1)OCO2 (configuration not stated)	-2
71	Cc1ccccc1OCC(=N)N	-1
72	C=CC[N+]1(CC#CCOC(c2ccccc2)c2ccccc2)CCCCC1	1
73	CCCCn1nc(C(=O)N(C)Cc2cnn(-c3ccccc3)c2)c2ccccc2c1=O	-3
74	N#Cc1cnn2c(C(F)(F)F)cc(-c3ccco3)nc12	-2
75	O=C(NCc1ccccc1)c1ccccc1NS(=O)(=O)c1ccc2[nH]c(=O)[nH]c2c1	-13
76	O=C(/C=C/c1ccsc1)c1ccc(O)cc1	1
77	O=C(CSc1nc2c(c(-c3cccs3)n1)CCCC2)Nc1cc(Cl)cc(Cl)c1	-1
78	CN(CC(=O)N(C)C)Cc1coc(-c2ccc(Cl)cc2)n1	-1
79	Nc1nonc1C(=O)N1CCN(C(=O)Nc2ccc(F)c(Cl)c2)CC1	6
80	CCCCOc1ccc(NC(=O)c2cccc(Cl)c2)c2cccnc12	51
81	CCC(NC(=O)c1n[nH]c(=O)c2ccccc12)c1ccc(Br)cc1 (configuration not stated)	1
82	CC1CCCCN1Cc1oc(CO)cc(=O)c1O (configuration not stated)	1
83	N#CC1(C(=O)NCc2cccc(NC(=O)C3CCCC3)c2)CCCC1	0
84	COc1ccc(-c2c(C(F)(F)F)oc3cc(OC(C)=O)ccc3c2=O)cc1	-9
85	COC(=O)c1ccc(COC(=O)Cc2coc3cc4c(cc23)CCC4)o1	2
86	CCN(CC)C(=O)CN(C1CCCCC1)S(=O)(=O)c1ccc(Br)cc1	-37*
87	CCOCCn1c(=O)c2c(nc(-n3nc(C)cc3C)n2Cc2ccc(C)cc2)n(C)c1=O	-8
88	COCCNC(=O)Cn1cc(S(=O)(=O)Cc2ccc(C)cc2)c2ccccc21	4
89	COCCn1cnc2c1c(=O)n(CC(=O)Nc1cccc(F)c1)c(=O)n2Cc1ccccc1	0
90	Cc1cccc(NC(NC(=O)c2cccc(Cl)c2)C(Cl)(Cl)Cl)c1 (configuration not stated)	11
91	Nc1nc(N2CCOCC2)nc2c1C(C(=O)Nc1ccccc1)CC(=O)N2 (configuration not stated)	11
92	CC(SC(C)c1ccccc1F)C(N)=O (configuration not stated)	4
93	COC(=O)c1ccc2nc(-c3cccc(Br)c3)c(Cc3ccccc3C(F)(F)F)n2c1	-1
94	Cn1c(=O)c2c(ncn2CC(=O)Nc2ccc3c(c2)OC2(CCCCC2)O3)n(C)c1=O	3
95	CCC(=O)N(C)CCCNC(=O)c1nc2ccccc2c(=O)[nH]1	-8
96	Cc1cccc(C(=O)NC(c2ccc(Cl)cc2)C2CC2)c1 (configuration not stated)	-8
97	Cc1cccc(Nc2nc(-c3ccc(C)c(C)c3)cs2)c1	2
98	COc1cc(/C=C/C(=O)c2ccc(C(=O)O)s2)cc(OC)c1	-12
99	CN(Cc1ccccc1)C(=O)c1cc(-c2ccc(F)cc2)n[nH]1	5
100	Cc1ccc2nc(NC(=O)CCn3c(=O)oc4ccccc43)sc2c1	-2

# Arranged by molecular weight (highest first): part of the list above
no.	molecule	LDHA inh
94	Cn1c(=O)c2c(ncn2CC(=O)Nc2ccc3c(c2)OC2(CCCCC2)O3)n(C)c1=O	3
100	Cc1ccc2nc(NC(=O)CCn3c(=O)oc4ccccc43)sc2c1	-2
98	COc1cc(/C=C/C(=O)c2ccc(C(=O)O)s2)cc(OC)c1	-12
99	CN(Cc1ccccc1)C(=O)c1cc(-c2ccc(F)cc2)n[nH]1	5
96	Cc1cccc(C(=O)NC(c2ccc(Cl)cc2)C2CC2)c1 (configuration not stated)	-8
92	CC(SC(C)c1ccccc1F)C(N)=O (configuration not stated)	4

# Next compounds follow:
no.	molecule	LDHA inh
101	Cc1cccc(OCCNC(=O)Cn2nc(C)c3ccccc3c2=O)c1	0
102	Cc1cccc(-c2cc(C(=O)Nc3cc(C)n(C)n3)c3ccccc3n2)c1	3
103	COc1ccc(-c2c(C)oc3cc(OCC(=O)Nc4ccccc4OC)ccc3c2=O)cc1	-10
104	Cc1sc2c(c1C)c1nc(-c3ccco3)nn1c(=O)n2CCc1ccccc1	-4
105	COc1cc(OC)c2c(C)c(CC(=O)NC3CCCCCCC3)c(=O)oc2c1	-12
106	CCc1ccc(N2CC(c3nc4ccccc4n3CCN3CCOCC3)CC2=O)cc1 (configuration not stated)	4
107	CNC(=O)Cn1c(CO)cnc1SCc1ccccc1Cl	-5
108	CC1(C)CC(NC(=O)C2CCN(S(=O)(=O)c3ccc(C(C)(C)C)cc3)CC2)CC(C)(C)N1	12
109	O=C(/C=C/c1ccc(F)cc1)N(C1CCCCC1)C1CCCCC1	4
110	CCCCc1ccc(N=Cc2ccccc2O)cc1	1
111	C[C@H](c1ccccc1)N1C[C@@H](COCc2ccccc2)Oc2cc(N3CC[C@H](O)C3)ccc2S1(=O)=O	-7
112	C#CCN1CCN(CC(=O)Nc2cccc(F)c2)CC1	-5
113	Cc1cn2c(=O)c(S(=O)(=O)Nc3ccc(C)c(Cl)c3)c(C)nc2s1	-13
114	CC1(C(=O)NCc2ccccc2)CN(S(C)(=O)=O)CC(=O)N1CCc1ccc(O)cc1 (configuration not stated)	-6
115	CCN1CC(CN(C)C(=O)c2nn(-c3ccccc3)c(=O)c3ccccc23)Oc2ccccc21 (configuration not stated)	7
116	C[N+](C)(C)CCN1CCc2ccccc21	-8
117	CSc1ccc(/C=C2N=C(/C=C/c3ccccc3)OC/2=O)cc1	-2
118	CCn1cnnc1-c1cccc(NC(=O)Cc2ccc(F)cc2)c1	-2
119	O=C(NCc1ccc(S(=O)(=O)N2CCOCC2)cc1)c1cc(Cl)ccc1O	8
120	Cc1ccc(CCNC(=O)C2CCCC2)o1	0
121	CS(=O)(=O)NCCc1ccc(C(=O)COc2ccc(Cl)c(Cl)c2)s1	2
122	CC(NC(=O)C1c2ccccc2-c2ccccc21)C1CC2CCC1C2 (configuration not stated)	0
123	COc1cccc(-n2cnc3scc(-c4ccc(Cl)cc4)c3c2=O)c1	-2
124	Cc1cc(NC(=O)COC(=O)c2cc3c(F)cccc3s2)no1	8
125	O=C(Nc1ccc(Cl)c(Cl)c1)C1CCCN(c2ncnc3nc[nH]c23)C1 (configuration not stated)	4
126	COc1ccc2cc(/C=C(/CC(=O)O)c3nc4ccccc4s3)ccc2c1	6
127	COc1ccc(NC(=O)C(C)(C)C)cc1Cl	4
128	COc1ccc(F)cc1C(=O)/C=C/c1ccc(C(=O)O)cc1	2
129	CCC(C(=O)NC1CCCC1)n1c(C2CCCC2)nc2ccccc21 (configuration not stated)	0
